IDE cell inh = inhibits human insulin-degrading enzyme in HEK cells; inhibition, % at 5.59 µM; P14735; hit rate 0.41% among 320,000; AID 434962; FAbetaB cleavage, fluorescence polarization;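 active means percent inhibition above the average of all tested compounds plus 3 SD, set per screening campaign, cut at about 16% in these data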;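 further: IDE supplied by intact live HEK cells; FP after avidin binding of uncleaved biotin substrate so inhibition keeps polarization high; 0% = DMSO wells and 100% = 60 µM reference IDE inhibitor Ii1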
Target sequence (P14735 whole entry, looked up): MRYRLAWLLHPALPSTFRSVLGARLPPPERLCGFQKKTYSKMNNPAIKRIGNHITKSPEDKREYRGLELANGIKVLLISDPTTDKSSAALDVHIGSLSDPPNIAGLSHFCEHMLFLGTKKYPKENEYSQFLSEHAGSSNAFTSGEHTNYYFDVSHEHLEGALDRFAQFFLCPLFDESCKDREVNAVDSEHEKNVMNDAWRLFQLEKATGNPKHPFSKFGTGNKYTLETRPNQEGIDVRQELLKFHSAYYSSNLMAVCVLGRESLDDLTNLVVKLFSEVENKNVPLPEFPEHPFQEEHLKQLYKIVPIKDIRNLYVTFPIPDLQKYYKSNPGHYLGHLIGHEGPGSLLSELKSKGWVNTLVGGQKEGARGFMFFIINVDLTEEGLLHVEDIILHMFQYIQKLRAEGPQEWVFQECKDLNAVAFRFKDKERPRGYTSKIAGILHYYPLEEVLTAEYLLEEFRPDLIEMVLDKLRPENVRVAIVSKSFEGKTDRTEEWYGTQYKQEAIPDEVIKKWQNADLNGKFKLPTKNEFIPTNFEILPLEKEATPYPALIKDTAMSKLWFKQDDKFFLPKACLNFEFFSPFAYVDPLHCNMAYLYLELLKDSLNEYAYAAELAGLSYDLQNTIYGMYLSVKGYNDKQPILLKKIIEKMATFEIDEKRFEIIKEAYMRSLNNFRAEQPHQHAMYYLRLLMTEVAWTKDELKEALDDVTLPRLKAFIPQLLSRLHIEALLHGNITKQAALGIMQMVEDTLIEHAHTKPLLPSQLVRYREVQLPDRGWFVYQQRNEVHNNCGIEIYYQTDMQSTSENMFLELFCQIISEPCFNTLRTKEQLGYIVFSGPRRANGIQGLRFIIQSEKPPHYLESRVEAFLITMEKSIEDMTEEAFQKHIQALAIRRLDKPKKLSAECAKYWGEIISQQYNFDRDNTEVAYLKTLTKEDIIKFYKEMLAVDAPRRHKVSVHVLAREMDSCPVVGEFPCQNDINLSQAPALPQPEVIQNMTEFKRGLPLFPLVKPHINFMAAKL
CRFBP-R2 block = antagonists of CRF-binding protein/CRF-R2 receptor complex. hit rate 0.59% among 350,000. inhibition, % at 11.8 µM. HEK293 CRF-R2/CRF-BP, CRF-induced calcium fluorescence. AID 588475;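 active means inhibition of the ligand-induced calcium signal above about 50% at the single tested concentration, limit read from the data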
CRFBP-R2 agonist = CRF-BP/CRF-R2 complex agonism; HEK293 CRF-R2/CRF-BP, calcium dye fluorescence (FLIPR); percent of saturating CRF peptide response; activation, % at 13.2 µM; hit rate 0.46% among 350,000; AID 588473;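 active means activation of at least 50%, plus an integration ratio under a set limit after plate pattern correction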;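 further: plate controls were neutral control wells without compound for no effect and CRF at EC100 for full effect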
pCIP destab = compounds decreasing mouse p/CIP protein stability; AID 1984; Q05BA5; decrease of EGFP signal, % at 10 µM; hit rate 0.01% among 290,000; F442A p/CIP-EGFP cells, EGFP fluorescence, 16 h;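 active means EGFP signal decrease of at least 30% at 10 µM or well 3 SD below plate mean, unless failing retest; inactive means the rest, including hits failing retest or dose response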; further: some compounds called inactive have numbers as strong as hits; many of its hits are not listed in these tables
PHOSPHO1 inh = PHOSPHO1 (human) inhibition | recombinant PHOSPHO1, absorbance phosphatase assay | Q8TCT1 | hit rate 1.1% among 290,000 | AID 1565 | inhibition, % at 13.3 µM; in the data active means inhibition above about 60%
IDE cell activ = IDE (human) activation, cell-based; P14735; HEK cells, FAbeta-B cleavage, fluorescence polarization; 0% vehicle, 100% cell-free pure enzyme wells; activation, % at 5.96 µM; hit rate 0.073% among 340,000;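 active means activation above the mean of all tested compounds plus 3 SD, set per screening campaign, cut at about 17% in these data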
GalR3 antag = blocks the human galanin receptor 3. HEK293 GalR3-CNG cAMP membrane potential fluorescence; galR3 body fused to GalR1 C-terminus. AID 651719. inhibition, % at 3 µM. hit rate 0.44% among 360,000;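 active means inhibition above the screen-wide average plus 3 SD, cut at about 13% in these data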;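 further: forskolin and galanin both at EC90 stimulate the cells; cAMP rise reported by CNG channel membrane potential dye signal; 0% = forskolin plus galanin with DMSO and 100% = forskolin alone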
MEKK3 PB1 HTS = MEKK3-MEK5 PB1 interaction, increase or decrease; hit rate 1.4% among 290,000; bead-based flow cytometry, Alexa488-MEK5 binding to MEKK3; actives lie on both sides; 0 = blocked by unlabeled MEK5, 100 = vehicle; binding response (% of control), % at 10 µM;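 active means binding response more than 3 SD above or below the average of its plate-row segment, actives on both sides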;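 further: Alexa488 bead fluorescence after subtracting the streptavidin-only scavenger bead signal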
M4 PAM = CHRM4 positive allosteric modulation | activation, % at 3 µM | P08173 | hit rate 0.4% among 360,000 | CHO-K1 hM4/Gqi5, Fluo-8 calcium fluorescence, ACh EC20; 0% = ACh EC20, 100% = maximal ACh | AID 624126;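 active means activation above its plate's cutoff, the mean activation of sample wells plus 3 SD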; further: some results filed as inactive read as strong as hits
* = called active by the depositor; . = not tested or not shown.

The first 13 entries, to show the layout:
item	mol	IDE cell inh	CRFBP-R2 block	CRFBP-R2 agonist	pCIP destab	PHOSPHO1 inh	IDE cell activ	GalR3 antag	MEKK3 PB1 HTS	M4 PAM
1	CCOc1cc(CNCC2CCCN2CC)cc(Cl)c1OC (centres undefined)	6	-1	1.6	-14	39	1	15*	125	-2
2	O=C(NCc1cccc(C(F)(F)F)c1)C1CCCN(c2ncccn2)C1 (centres undefined)	5	-22	-0.1	-2	14	1	-1	109	8
3	CC(=O)N1CCCc2cc(S(=O)(=O)N3CCCC(C(=O)N4CCN(c5cccc(Cl)c5)CC4)C3)ccc21 (centres undefined)	5	9	-0.3	-14	-4	1	77*	99	-15
4	Cc1ccc(C)c(-n2nnnc2SCC(=O)c2c(N)n(C)c(=O)n(C)c2=O)c1	4	.	.	-4	24	.	-4	100	.
5	C/C(=N\OC(=O)Nc1ccccc1)c1ccc(C)cc1	-1	6	-6.8	.	.	1	-5	.	-16
6	COc1ccccc1NC(=O)CN1CCN(CC(=O)Nc2ccc3c(c2)OCO3)CC1	-1	9	0.1	5	1	3	-3	108	8
7	CSc1ccc(-c2nc(O)c3cnccn23)cc1	-1	12	0.6	-13	24	6	0	101	-3
8	COc1ccc2nc(N3CCN(C(=O)c4ccc5ncsc5c4)CC3)sc2c1	17*	-2	2.2	.	.	-20	-6	.	9
9	CN(CC(=O)Nc1cccc(F)c1)C(=O)c1cccnc1Sc1ccccc1	4	-5	2.2	.	.	2	-5	.	1
10	N#C/C(=C\c1cc(Br)ccc1F)C(=O)NC1CC1	0	-17	0.3	-11	20	-2	1	102	-6
11	O=C(COC(=O)c1cccnc1Nc1ccccc1F)NCCN1C(=O)CSC1=O	6	18	-1.2	-6	8	2	-1	97	4
12	O=C(O)c1ccccc1NCN1C(=O)C2CC=C(Cl)CC2C1=O (centres undefined)	0	-33	3.0	5	7	-1	-1	94	6
13	CCCCCNCC(=O)Nc1cccc(C(=O)Nc2cccc(C(F)(F)F)c2)c1	-4	-13	3.4	-4	32	3	-4	97	-18

All compounds of this part (from the top)
item	mol	IDE cell inh	CRFBP-R2 block	CRFBP-R2 agonist	pCIP destab	PHOSPHO1 inh	IDE cell activ	GalR3 antag	MEKK3 PB1 HTS	M4 PAM
1	CCOc1cc(CNCC2CCCN2CC)cc(Cl)c1OC (centres undefined)	6	-1	1.6	-14	39	1	15*	125	-2
2	O=C(NCc1cccc(C(F)(F)F)c1)C1CCCN(c2ncccn2)C1 (centres undefined)	5	-22	-0.1	-2	14	1	-1	109	8
3	CC(=O)N1CCCc2cc(S(=O)(=O)N3CCCC(C(=O)N4CCN(c5cccc(Cl)c5)CC4)C3)ccc21 (centres undefined)	5	9	-0.3	-14	-4	1	77*	99	-15
4	Cc1ccc(C)c(-n2nnnc2SCC(=O)c2c(N)n(C)c(=O)n(C)c2=O)c1	4	.	.	-4	24	.	-4	100	.
5	C/C(=N\OC(=O)Nc1ccccc1)c1ccc(C)cc1	-1	6	-6.8	.	.	1	-5	.	-16
6	COc1ccccc1NC(=O)CN1CCN(CC(=O)Nc2ccc3c(c2)OCO3)CC1	-1	9	0.1	5	1	3	-3	108	8
7	CSc1ccc(-c2nc(O)c3cnccn23)cc1	-1	12	0.6	-13	24	6	0	101	-3
8	COc1ccc2nc(N3CCN(C(=O)c4ccc5ncsc5c4)CC3)sc2c1	17*	-2	2.2	.	.	-20	-6	.	9
9	CN(CC(=O)Nc1cccc(F)c1)C(=O)c1cccnc1Sc1ccccc1	4	-5	2.2	.	.	2	-5	.	1
10	N#C/C(=C\c1cc(Br)ccc1F)C(=O)NC1CC1	0	-17	0.3	-11	20	-2	1	102	-6
11	O=C(COC(=O)c1cccnc1Nc1ccccc1F)NCCN1C(=O)CSC1=O	6	18	-1.2	-6	8	2	-1	97	4
12	O=C(O)c1ccccc1NCN1C(=O)C2CC=C(Cl)CC2C1=O (centres undefined)	0	-33	3.0	5	7	-1	-1	94	6
13	CCCCCNCC(=O)Nc1cccc(C(=O)Nc2cccc(C(F)(F)F)c2)c1	-4	-13	3.4	-4	32	3	-4	97	-18
14	COc1cc(OC)cc(C(=O)OCC(=O)NCc2ccco2)c1	5	3	-3.4	.	.	5	-4	.	22
15	CCOc1cccc(=O)c2c(C)n(C)c(C)c12	-1	13	1.2	-10	19	6	-5	98	-9
16	NCC1CCC(C(=O)Oc2ccc(CCC(=O)O)cc2)CC1 (centres undefined)	-2	4	-0.1	.	.	-2	-4	107	-1
17	COc1ccc(CCNC(=O)c2cccnc2)cc1OC	8	0	-0.9	7	-1	0	-6	98	2
18	O=P(OCC1CC1)(c1ccccc1)c1ccccc1	2	-11	0.7	7	-17	1	-2	103	5
19	Cc1ccc([N+](=O)[O-])cc1NC1CC(O)C(CO)O1 (centres undefined)	-1	1	-1.7	0	-11	0	-4	105	7
20	CCC1(C)CC(c2csc(N)n2)CCO1 (centres undefined)	1	-28	5.2	-31	-12	7	-4	101	13
21	O=S(=O)(NC1CCCCC1NCc1ccco1)c1ccc(Cl)cc1 (centres undefined)	-12	-1	-0.1	-5	5	0	-4	107	-6
22	COc1ccc(C(=O)CSc2ncn[nH]2)cc1OC	-1	-11	1.4	9	77*	1	-2	102	1
23	O=C(c1ccc(N2CCCC2=O)cc1)N1CCOCC1	1	11	0.2	3	-10	-1	-2	107	1
24	O=C(CN1CCCc2ccccc21)N/N=C/c1ccc(O)cc1O	-3	14	0.1	-1	1	5	-4	98	-5
25	O=C(OCC(=O)N1c2ccccc2Sc2ccccc21)C1CC(=O)N(Cc2ccco2)C1 (centres undefined)	-1	-74	3.2	-12	48	4	-8	95	-11
26	O=C(Nc1cccc2c1CCCC2)c1cc([N+](=O)[O-])ccc1Cl	2	-14	3.9	3	-18	4	-8	99	4
27	Cc1onc(NC(=O)c2ccc([N+](=O)[O-])o2)c1Br	1	3	0.0	-27	-10	4	-5	98	-2
28	O=C(c1ccc(Cl)c(S(=O)(=O)N2CCOCC2)c1)N(Cc1ccco1)Cc1cccs1	.	17	-0.2	.	.	-4	-5	.	-8
29	COc1ccc(OC)c2[nH]c(=O)c(CCNC(=O)c3cc4ccccc4o3)cc12	5	9	-2.7	-13	-2	-1	3	107	-6
30	CCCOc1ccc(Br)cc1/C=N/O	3	1	0.8	-18	-12	-4	-5	101	9
31	CCCn1nnc(NC(=S)NC(=O)C(C)(C)C)n1	-4	1	0.0	-14	-1	8	-4	100	-1
32	CCOC(=O)c1c(-c2ccccc2)csc1NC(=O)CSc1nnnn1C	2	14	-1.4	-2	9	0	-4	96	2
33	Cc1c(NC(=O)CN2C(=O)C3C4C=CC(C4)C3C2=O)c(=O)n(-c2ccccc2)n1C (centres undefined)	-6	-6	2.4	-6	25	5	-4	82	14
34	COc1ccccc1NC(=O)CSCc1cc(=O)n2ccsc2n1	5	2	-4.2	-3	34	-1	-9	98	1
35	CCc1cc(C(=O)NCC(c2ccco2)N2CCCCC2)sc1C (centres undefined)	-4	-5	0.2	.	.	-1	-6	.	-6
36	CCOC(=O)c1nc(-c2ccc3c(c2)OCO3)[nH]c1C	2	3	-2.4	-9	-7	7	.	112	0
37	O=C(O)c1ccc(N2C(=O)CC(SC(=Nc3ccccc3)Nc3ccccc3)C2=O)cc1 (centres undefined)	7	-5	-0.8	4	-11	1	-2	95	1
38	O=C(COc1ccc(F)cc1Br)N1CCN(c2ncccn2)CC1	1	-21	2.4	-12	48	-5	-9	91	7
39	COc1cc(OC)cc(C(=O)Nc2cc(C)nn2-c2ccccc2)c1	3	-11	0.3	-18	35	2	-2	98	3
40	CC1CCCN(CCCNC(=O)C2CC(=O)N(c3ccc(F)c(Cl)c3)C2)C1 (centres undefined)	0	2	4.2	-11	56	-4	1	108	-5
41	COc1ccc([N+](=O)[O-])cc1NC(=O)c1cccs1	8	26	-1.3	19	-14	8	-3	108	4
42	S=C(NCCc1ccccc1)N/N=C/c1ccccc1Cl	-12	-15	-0.1	0	-3	8	-10	96	3
43	COc1ccc(C(=O)N/C(=C\c2ccc(-c3cccc([N+](=O)[O-])c3)o2)C(=O)NCCCN2CCOCC2)cc1	.	11	5.5	.	.	.	-3	.	10
44	Cc1cccc(C(=O)NC2CC3CCCC(C2)N3C(=O)Nc2ccccc2)c1 (centres undefined)	1	1	-1.1	-13	58	-1	6	103	-4
45	O=[N+]([O-])c1ccc(NC(=S)N/C(=N/CS(=O)(=O)c2ccccc2)c2ccccc2)cc1	-3	-7	2.0	-1	16	-1	13*	105	10
46	COC(=O)c1c(NC(=S)Nc2ccccc2Cl)sc(C)c1C	-4	17	-0.1	6	11	0	.	81	9
47	CCOC(=O)c1c(C)[nH]c(C(=O)OCC(=O)Nc2ccc(Cl)cn2)c1C	1	2	2.3	.	.	-2	-1	.	17
48	Cn1ccnc1SCC(=O)c1ccc(O)cc1	2	9	-1.1	-12	28	3	-6	104	8
49	O=C(CN(CCCN1CCOCC1)C(=O)Cn1nnc(-c2ccc(F)cc2)n1)NC1CCCCC1	5	16	2.5	15	-1	-3	-6	103	7
50	CC(C)CN1C(=O)C(=O)N(CC(=O)N2c3ccccc3NC(=O)CC2C)C1=O (centres undefined)	.	-5	2.6	.	.	-7	2	.	14
51	O=C(NNC(=O)c1ccccc1F)c1ccc(S(=O)(=O)N2CCCCC2)cc1	7	9	-3.0	.	.	3	-7	.	2
52	Cc1ccc(S(=O)(=O)n2nc(C)c(Br)c2C)c(C)c1C	7	-1	1.9	-30	45	4	-1	104	0
53	O=C1C2CCCN2C(c2ccccc2)N1c1ccc(Cl)cc1 (centres undefined)	0	0	-0.2	-6	1	4	-3	99	2
54	O=C(O)c1cccc2c1C(=O)c1ccc(-c3ccc(Cl)c(C(F)(F)F)c3)cc1S2(=O)=O	7	2	-0.1	.	.	-1	.	.	11
55	Cc1ccc(OC(=O)c2cccc(S(=O)(=O)N3CCCC3)c2)c(-n2nc3ccccc3n2)c1	12	14	1.3	-10	-9	3	-1	115	-9
56	COc1ccccc1NC(=O)CSc1nc2c(oc3ccccc32)c(=O)n1C	0	22	-2.7	-16	30	-4	-1	101	-1
57	CC(C)C1Oc2ccccc2N(CC(=O)N(Cc2ccccn2)CC2CCCO2)C1=O (centres undefined)	2	15	1.0	-6	-10	1	-6	101	1
58	Cc1c(CC(=O)O)c(=O)oc2cc3c(cc12)CCC(C)(C)O3	-2	-1	0.3	-12	.	5	-9	105	7
59	N/C(CC(=O)Nc1cccc(C(F)(F)F)c1)=N/O	-7	-15	-0.3	-6	-19	-2	-5	97	7
60	O=C1/C(=C2/NCCN2C2CC(=O)N(c3ccccc3)C2=O)CC/C1=C\c1ccccc1 (centres undefined)	-3	-16	-0.6	7	53	3	-5	100	-10
61	COc1cccc(-c2nnc(SCC(=O)OC(C)C)n2N)c1	-4	26	-1.8	-9	25	4	-4	97	2
62	NNc1nc(-c2ccccc2)cc(-c2ccccc2)n1	-2	2	-0.7	10	-20	3	-7	79	-10
63	COc1ccccc1C(=O)N1CCN(c2nc3cc(C)c(C)cc3cc2C#N)CC1	1	-16	-2.3	-4	-11	5	-2	107	-1

Source: PubChem BioAssay
